MBD2 inh: inhibitors of human MBD2 binding to methylated oligonucleotide | TR-FRET | inhibition, % at 4.4 µM | 370,000 compounds, 0.31% hits; in the data active = inhibition above about 13%
Target sequence (Q9UBB5 whole entry, looked up): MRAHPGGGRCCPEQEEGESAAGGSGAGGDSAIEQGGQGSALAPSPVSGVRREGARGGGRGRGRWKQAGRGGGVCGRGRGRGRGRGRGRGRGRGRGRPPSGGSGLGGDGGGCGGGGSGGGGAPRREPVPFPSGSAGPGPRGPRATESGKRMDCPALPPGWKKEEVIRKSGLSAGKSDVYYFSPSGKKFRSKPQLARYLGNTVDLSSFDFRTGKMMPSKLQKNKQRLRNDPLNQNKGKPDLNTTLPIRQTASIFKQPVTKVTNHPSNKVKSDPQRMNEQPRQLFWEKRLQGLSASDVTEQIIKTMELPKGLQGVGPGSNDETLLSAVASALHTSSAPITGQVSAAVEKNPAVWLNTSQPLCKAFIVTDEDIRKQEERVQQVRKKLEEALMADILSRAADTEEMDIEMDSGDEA
SIAE inh: blocks human sialic acid acetylesterase; Q9HAT2; 370,000 compounds, 0.69% hits; SIAE FP-Rh probe binding, fluorescence polarization; AID 1053197; inhibition, % at 9.66 µM;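 active = inhibition above a cutoff: mean of compounds within the control limits plus 3 SD of those, cut at about 17% in these data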;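 also: 0% = plate median of compound wells and 100% = probe without SIAE protein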
HTRA1 inhibitor: HTRA1 (human) protease inhibition. Q92743. recombinant HTRA1, FP-rhodamine activity-based probe, fluorescence polarization. inhibition, % at 5.96 µM. AID 504803. 340,000 compounds, 0.5% hits; in the data active = inhibition above about 36%;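 also: 0% = enzyme with DMSO and 100% = wells lacking enzyme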
GC-B act: GC-B (human) receptor activation. P20594. HEK293-GC-B cells, CNP EC30, cGMP TR-FRET; 0% at EC30 CNP, 100% saturating CNP. activation, % at 10 µM. 370,000 compounds, 0.11% hits;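 active = activation at 10 µM reaching about 35% in either raw or pattern-adjusted values, limit read from the data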
LEDGF integ inh: blocks HIV-1 LEDGF/p75-dependent DNA integration; TR-FRET IN-LEDGF/p75 DNA integration, Eu/Cy5; inhibition, % at 3.7 µM; 370,000 compounds, 0.64% hits;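 active = inhibition above the screen-wide mean plus 3 SD, cut at about 13% in these data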;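 also: signal is the Cy5 over europium emission ratio at 671 and 618 nm; 0% = plate median of compound wells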
mABHD4 FP: ABHD4 (mouse) inhibition, primary FP screen; purified mABHD4, FP-Rh probe fluorescence polarization; inhibition, % at 8.92 µM; 370,000 compounds, 0.54% hits; AID 720543;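 active = inhibition exceeding the mean over every tested compound plus 3 SD, cut at about 30% in these data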;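 also: 0% = plate median of compound wells and 100% = S159A mutant with DMSO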
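Test system: mABHD4 protein; Read-out basis: % inhibition; Incubation: 45 min + 60 min at 25 °C; Repeats: single replicate; Technique: fluorescence polarization with parallel and perpendicular emission, 525/598 nm; Compound: 8.92 µM, single dose; Benchmarks: full inhibition S159A mutant plus DMSO, zero as sample-well median.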
PRMT1 FP inh: inhibitors of human PRMT1; Q99873; recombinant PRMT1, activity-based probe fluorescence polarization; inhibition, % at 2.79 µM; 370,000 compounds, 1.3% hits; AID 652257;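 active = inhibition above about 21% made by adding two undisclosed values, limit read from the data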
TCR CD3 inh: blocks the human TCR-CD3 interaction. AID 651800. TAMRA-labeled TCR probe fluorescence, biochemical. inhibition, % at 9.4 µM. 360,000 compounds, 0.37% hits; in the data active = inhibition above about 19%;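 also: recombinant mutant TCR 2C K166C tagged with TAMRA read by polarization; 0% = receptor in buffer alone and 100% = receptor with positive control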
rCAG RNA binder: molecules binding r(CAG) RNA repeats. 370,000 compounds, 1.3% hits. AID 651821. inhibition, % at 3 µM. r(CAG) RNA repeat, TO-PRO-1 dye displacement fluorescence;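 active = inhibition above the plate cutoff, the mean of all test compounds on that plate plus 3 SD, cut at about 35% in these data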;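 also: 0% = DMSO alone and 100% = 100 µM mitoxantrone as full dye displacement; higher means more dye released from RNA so lower well fluorescence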
TDP2 absorb: TDP2 (human) inhibition, absorbance primary screen; O95551; recombinant TDP2, T5PNP hydrolysis, p-nitrophenol absorbance 415 nm; inhibition, % at 12.8 µM; 370,000 compounds, 0.34% hits; AID 720702;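 active = inhibition above the mean of all tested compounds plus 3 SD, set per campaign, cut at about 25% in these data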;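 also: 0% = DMSO with enzyme and 100% = buffer with substrate but no TDP2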
Target sequence (O95551 whole entry, looked up): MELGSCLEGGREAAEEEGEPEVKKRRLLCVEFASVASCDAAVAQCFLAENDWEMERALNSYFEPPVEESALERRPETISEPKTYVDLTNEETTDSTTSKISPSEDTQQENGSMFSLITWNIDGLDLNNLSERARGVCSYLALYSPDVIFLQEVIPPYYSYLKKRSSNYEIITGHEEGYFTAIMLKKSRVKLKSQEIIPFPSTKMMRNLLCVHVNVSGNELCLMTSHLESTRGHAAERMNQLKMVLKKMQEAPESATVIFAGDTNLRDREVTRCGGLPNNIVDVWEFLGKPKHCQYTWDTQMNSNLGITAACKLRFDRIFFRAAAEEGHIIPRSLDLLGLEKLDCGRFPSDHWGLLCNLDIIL
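Read-out basis: percent inhibition. System: recombinant human TDP2. Buffer or medium: Mg2+-containing Tris-HCl buffer, pH 7.5. Repeats: single replicate. Timing: reaction 2 h, 37 °C. Benchmarks: high control without enzyme, low control DMSO plus TDP2. Probe or stimulus: 5 mM T5PNP. Doses: 12.8 µM only. Measured by: epi absorbance of p-nitrophenol freed from T5PNP by hydrolysis.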
Numbers without * were called inactive; / = no result given.

SMILES	MBD2 inh	SIAE inh	HTRA1 inhibitor	GC-B act	LEDGF integ inh	mABHD4 FP	PRMT1 FP inh	TCR CD3 inh	rCAG RNA binder	TDP2 absorb
Cc1n[nH]c(=O)c2c1nnn2Cc1ccc(F)cc1	1	-4	3	5	-4	1	0	1	0	5
CC1CC(C)CN(C(=O)CSCC(=O)O)C1 (centres undefined)	-2	1	4	5	-8	-4	5	-8	-1	-2
CCN(CC)CCCNC(=S)Nc1ccc(Br)cc1	-3	5	0	3	2	-1	-3	8	1	7
O=C1NC[C@H](c2ccccc2)N(CCCCC2CCCCC2)C1=O	2	-4	/	-3	7	-2	-1	5	2	0
O=C(OCN1C(=O)c2ccccc2C1=O)c1cccc(S(=O)(=O)N2CCOCC2)c1	-2	1	-3	-1	-2	-3	-3	8	-4	6
COc1ccc(N(CC(=O)NCC2CCCO2)C(=O)CCC(=O)Nc2cc(C)on2)cc1OC (centres undefined)	-1	0	-3	8	2	-3	-3	6	-5	6
Cc1nn(C(C)C(=O)NCC2CCCO2)c(=O)c2cc3occc3n12 (centres undefined)	5	-3	1	-1	0	4	1	-8	0	8
Cc1ccc(S(=O)(=O)Nc2ccc3c(c2)C(=O)N([C@H](C)CO)C[C@H](C)[C@H](CN(C)C(=O)Nc2cccc4ccccc24)OCCCC[C@@H](C)O3)cc1	-3	-15	-48	1	2	-1	3	2	13	3
CC(NC(=O)Cc1cccs1)C(c1cccs1)N1CCN(c2ccccc2)CC1 (centres undefined)	-3	-2	-11	3	-1	4	2	-2	1	13
O=C(c1ccc(-n2cccn2)cc1)N1CCc2c([nH]c3ccccc23)C1c1ccccn1 (centres undefined)	-7	2	-54	-2	-2	1	6	-10	0	-3
Cn1c(=O)c(-c2cccc(Cl)c2)c(O)c2ccccc21	-3	7	8	3	2	-1	-3	7	-2	-4
CCOC(=O)[C@]12CCC=C1N(Cc1ccco1)C(=O)[C@H](CC(=O)NCc1cccs1)C2	8	-7	/	0	0	7	6	3	15	-5
O=C(Cn1cnc2sc(-c3ccccc3)cc2c1=O)NCCc1ccccc1	-6	-6	-2	-2	0	5	1	4	3	9
O=C(COC(=O)COc1ccccc1)NCc1ccccc1	7	-6	3	-3	-2	-1	1	-8	-3	4
O=C1CSC(c2ccc(Cl)cc2)N1C1CCCCC1 (centres undefined)	-2	-3	6	-12	-1	2	4	3	-6	3
OC(CNc1nc(-c2cccnc2)nc2ccccc12)c1ccccc1 (centres undefined)	-2	-8	-19	12	0	-5	-1	2	9	-8
CCN(CC(=O)Nc1c(F)cccc1F)C(=O)C1CCN(S(=O)(=O)c2ccccc2C(=O)OC)CC1	-1	1	-4	2	-3	3	-1	8	1	1
Cc1ccc(-c2cnc(-c3ccccc3C(=O)O)o2)cc1	-3	-9	-15	-3	0	-8	-3	3	10	-18
Cc1ccnc2c(N3C(=O)C4C5C=CC(C5)C4(C)C3=O)cccc12 (centres undefined)	-1	7	6	-1	-3	-1	0	2	4	-10
COC(=O)C1CN(Cc2cn(Cc3ccc(F)cc3)nn2)CCS(=O)(=O)N1Cc1ccc(OC)cc1 (centres undefined)	5	0	/	-1	5	3	0	/	-1	-14

Just GC-B act and PRMT1 FP inh (5 entries from above):
smiles | GC-B act | PRMT1 FP inh
Cc1ccnc2c(N3C(=O)C4C5C=CC(C5)C4(C)C3=O)cccc12 (centres undefined) | -1 | 0
COc1ccc(N(CC(=O)NCC2CCCO2)C(=O)CCC(=O)Nc2cc(C)on2)cc1OC (centres undefined) | 8 | -3
Cn1c(=O)c(-c2cccc(Cl)c2)c(O)c2ccccc21 | 3 | -3
O=C(OCN1C(=O)c2ccccc2C1=O)c1cccc(S(=O)(=O)N2CCOCC2)c1 | -1 | -3
CCOC(=O)[C@]12CCC=C1N(Cc1ccco1)C(=O)[C@H](CC(=O)NCc1cccs1)C2 | 0 | 6

(more compounds)
SMILES	MBD2 inh	SIAE inh	HTRA1 inhibitor	GC-B act	LEDGF integ inh	mABHD4 FP	PRMT1 FP inh	TCR CD3 inh	rCAG RNA binder	TDP2 absorb
O=C(Cc1cccs1)N[C@@H]1c2ccccc2CC[C@H]1OCc1ccccc1	4	-1	-13	-1	4	-9	-7	6	1	-1
Cc1ccccc1C(=O)Nc1nncs1	0	1	-2	-1	1	3	-1	3	0	-8
CCN(CC)CCCNC(=O)c1cc(-c2ccccc2)c(N2CCCCC2)s1	-1	1	18	-9	-7	18	0	-8	2	-5
Cc1ccc(NC(=O)CN(C)C(=O)c2ccc(Cl)c([N+](=O)[O-])c2)cc1	4	-2	-1	0	-3	3	5	-2	0	3
CC(C)Nc1nc(Nc2ccc(F)cc2)c2sccc2n1	2	3	/	14	2	2	3	-2	5	-6
O=C(c1ccco1)[C@@H]1[C@@H]2C(=O)N(c3ccccc3)C(=O)[C@@H]2C2c3ccccc3C=CN21 (some centres undefined)	-7	-2	-11	-6	12	7	15	3	11	43*
CNC[C@@H]1Oc2cc(Br)ccc2S(=O)(=O)N([C@@H](C)CO)C[C@@H]1C	4	-2	-8	3	2	7	-1	-1	3	-1
Cn1nccc1C(=O)Nc1ccc(Cl)cc1	2	1	-8	3	-5	7	2	-6	-4	6
CCC(=NCc1ccco1)c1c(C(F)(F)F)[nH]n(-c2nc3ccccc3s2)c1=O	0	-9	2	2	2	-13	2	-2	14	6
CCOc1ccc(C(O)(c2ccccc2OC)C(CN2CCCC2)c2ccccc2)cc1 (centres undefined)	-5	-2	1	-11	0	9	1	-1	-3	6
CCOc1c(C(N)=O)c(-c2ccccc2)c2c(=O)[nH]c3ccccc3n12	-6	4	0	-5	1	10	-2	9	2	-4
COc1c(Cl)cc(Cl)cc1CNCCNCC(C)O (centres undefined)	4	9	-1	4	-1	3	3	1	1	2
O=C(CSc1ccc2c(c1)OCCO2)NC(=O)NC1CCCC1	-3	1	-9	1	4	-4	0	6	2	-2
CN(CC(=O)Nc1cccc(F)c1)C(=O)c1ccc(COc2ccccc2)cc1	4	-12	-33	0	-3	-7	0	-4	4	-3
Cc1cc(NC(=O)c2ccc(Cl)cc2)ccc1NC(=O)c1ccccc1Cl	-7	0	2	1	6	2	1	2	-2	-20
O=C(NCc1ccco1)C1CCN(C(=O)c2cc3sccc3n2Cc2ccc(Cl)cc2)CC1	4	1	-47	-1	-7	-14	8	-3	2	-11
Nc1nc(CN2CCN(c3ccccc3F)CC2)nc(Nc2ccc3c(c2)OCCO3)n1	8	2	3	10	-3	0	2	2	-2	2
Cc1ccc(CNC(=O)CCC2CCCN(C(=O)c3ccc4c(c3)OCO4)C2)o1 (centres undefined)	0	1	4	4	4	3	0	5	4	-8
Cc1ccccc1-n1nnnc1SCC(=O)c1c(N)n(C)c(=O)n(C)c1=O	-3	4	4	-1	0	-1	-4	-5	-2	-1
COc1ccc(S(=O)(=O)N2CCC(NC(=O)c3cccnc3)CC2)cc1	6	3	7	6	-6	0	4	-9	-1	1
[2H]C([2H])(CCOS(N)(=O)=O)c1ccccc1	1	1	-1	0	-3	-2	0	4	0	4
CC(/C=N/NC(=O)Cn1cnc2c1c(=O)n(C)c(=O)n2C)=C\c1ccccc1	-8	2	-2	-3	1	2	-2	5	-1	2
COCCn1c(SCc2nc3scc(-c4ccc(Cl)cc4)c3c(=O)[nH]2)nnc1-c1cccc(C)c1	4	-20	-60	-6	-3	-15	-1	3	6	4
CC(C)(C)NC(=O)C(=O)NNC(=O)c1cccc(F)c1	-11	-2	5	1	1	-2	0	6	0	0
COc1ccc(OC)c(/C=C/C(=O)N2CCN(S(=O)(=O)c3cc(C)ccc3C)CC2)c1	-3	-7	-22	-4	1	-5	-5	-1	3	3
Nn1c(Cc2ccccc2F)nnc1SCC(=O)Nc1cccc(S(=O)(=O)NC2=NCCCCC2)c1	2	-2	1	5	-2	4	1	2	2	-6
c1ccc2c(c1)-c1ccccc1C2N1CCOCC1	-3	-3	4	4	2	-2	24*	-1	0	-4
CC(C)CC1C(=O)N(Cc2cn(CCC3OCCCO3)nn2)CCS(=O)(=O)N1Cc1ccc(-c2ccccc2)cc1 (centres undefined)	-4	3	-9	-2	-3	2	3	2	8	-3
COc1ccc(/C=C2\CCC(C3CCCC3)C2=O)c(OC)c1OC (centres undefined)	5	3	4	4	-6	-1	2	1	-3	-13
CCOC(=O)c1ccc2c(c1)N(CC(=O)N1CCCCC1)C(=O)C(C)(C)O2	-5	15	2	4	3	0	-1	-4	-10	4
c1ccc2c(c1)CC1(CCCC1)N=C2N1CCOCC1	2	0	1	1	2	4	-4	-2	0	-15
Cc1onc(C(=O)N2CCN(C(c3ccc(Cl)cc3)c3ccc(Cl)cc3)CC2)c1[N+](=O)[O-]	-2	6	/	-3	1	-3	1	/	/	7
Fc1cccc(CSc2nnc3ccc(-c4ccncc4)nn23)c1	5	-3	3	2	-7	-3	0	-6	-5	-1

Four entries from above, field by field.
> CCN(CC)CCCNC(=O)c1cc(-c2ccccc2)c(N2CCCCC2)s1
  MBD2 inh: -1
  SIAE inh: 1
  HTRA1 inhibitor: 18
  GC-B act: -9
  LEDGF integ inh: -7
  mABHD4 FP: 18
  PRMT1 FP inh: 0
  TCR CD3 inh: -8
  rCAG RNA binder: 2
  TDP2 absorb: -5

> COc1ccc(N(CC(=O)NCC2CCCO2)C(=O)CCC(=O)Nc2cc(C)on2)cc1OC (centres undefined)
  MBD2 inh: -1
  SIAE inh: 0
  HTRA1 inhibitor: -3
  GC-B act: 8
  LEDGF integ inh: 2
  mABHD4 FP: -3
  PRMT1 FP inh: -3
  TCR CD3 inh: 6
  rCAG RNA binder: -5
  TDP2 absorb: 6

> O=C1CSC(c2ccc(Cl)cc2)N1C1CCCCC1 (centres undefined)
  MBD2 inh: -2
  SIAE inh: -3
  HTRA1 inhibitor: 6
  GC-B act: -12
  LEDGF integ inh: -1
  mABHD4 FP: 2
  PRMT1 FP inh: 4
  TCR CD3 inh: 3
  rCAG RNA binder: -6
  TDP2 absorb: 3

> CC(/C=N/NC(=O)Cn1cnc2c1c(=O)n(C)c(=O)n2C)=C\c1ccccc1
  MBD2 inh: -8
  SIAE inh: 2
  HTRA1 inhibitor: -2
  GC-B act: -3
  LEDGF integ inh: 1
  mABHD4 FP: 2
  PRMT1 FP inh: -2
  TCR CD3 inh: 5
  rCAG RNA binder: -1
  TDP2 absorb: 2

Assay outcomes from PubChem.

A portion of the library, so the mix of outcomes need not match the whole.
